SMN2 splice enh: SMN2 splice variant enhancement; HEK293 SMN2-luciferase splicing reporter, luminescence, 30-36 h; Potency, µM (titrated, usually from 46.1 µM), for inactives: at the top dose activity change, positive = activation, hits mostly activators; 210,000 compounds, 2.8% hits; AID 1458; further: % of control where 0% means no effect; nearly all actives have a fitted effect of over 55% in size
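HEK293 cells carry an SMN2 […]–luciferase reporter in which exon 7 inclusion puts luciferase in frame. Cells were plated 10-12 h before compound addition, then incubated 30-36 h at 37C. ONE-Glo luminescence was read; sodium butyrate at 4.5 mM final served as control.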
Luc counter: blocks Kinase-Glo luciferase, a counter-screen artifact | Q27757 | Kinase-Glo luciferase, ATP luminescence, 8 min | Potency, µM (doses to about 38.3 µM), without a hit: at the top dose activity change, negative = inhibition, usual class: inhibitors | 200,000 compounds, 0.28% hits | AID 1379; further: on the % scale 0 is the no-effect control and ±100 the full control effect; nearly all actives have a fitted effect of over 60% in size
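Inhibition of Kinase-Glo luciferase light generation was assessed at 10 uM ATP in pH 7.2 imidazole buffer, with luminescence measured after eight minutes at ambient temperature.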
NPSR antagonist: blocks cAMP signaling of the human neuropeptide S receptor; CHO-NPSR cells, cAMP TR-FRET, antagonist mode; Potency, µM (doses to about 38.3 µM), for the others: top-dose activity change, negative = inhibition, most hits filed as inhibitors; 220,000 compounds, 1% hits; AID 1461; further: on the % scale 0 is the no-effect control and ±100 the full control effect; nearly all actives have a fitted effect of over 50% in size; many of its hits are not listed in these tables
IMPase Li inh: cell-permeable IMPase inhibitors with lithium potentiation; Potency, µM (titrated, usually from 59.4 µM), for the others: at the top dose activity, negative = IMPase inhibition, hits mostly inhibitors; AID 1457; CHO-M1 cells, IP1 TR-FRET (IP-One), carbachol + lithium; 210,000 compounds, 0.35% hits;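 further: IP1 builds up when IMPase is blocked and the TR-FRET signal falls; plate controls were basal vehicle for no effect and high inhibitor control for full effect; nearly all actives have a fitted effect of over 50% in size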
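Readout is a homogeneous TR-FRET IP1 immunoassay (Ex 320, Em 665 and 620), where raised cytosolic IP1 lowers signal. Cells were CHO-M1 treated 30 min at 37C with test compounds plus a little lithium; AC50 values came from Hill-equation fitting.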
RECQ1 helicase: inhibitors of human RECQ1 DNA helicase. P46063. RECQ1 DNA unwinding, red fluorescence kinetic read. Potency, µM (series often up to 57.3 µM), for inactives: top-dose activity, negative = inhibition, hits mostly inhibitors. 240,000 compounds, 0.54% hits. AID 2549;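 further: plate controls were vehicle for no effect and no enzyme for full effect; nearly all actives have a fitted effect of over 30% in size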
Target sequence (P46063 whole entry, looked up): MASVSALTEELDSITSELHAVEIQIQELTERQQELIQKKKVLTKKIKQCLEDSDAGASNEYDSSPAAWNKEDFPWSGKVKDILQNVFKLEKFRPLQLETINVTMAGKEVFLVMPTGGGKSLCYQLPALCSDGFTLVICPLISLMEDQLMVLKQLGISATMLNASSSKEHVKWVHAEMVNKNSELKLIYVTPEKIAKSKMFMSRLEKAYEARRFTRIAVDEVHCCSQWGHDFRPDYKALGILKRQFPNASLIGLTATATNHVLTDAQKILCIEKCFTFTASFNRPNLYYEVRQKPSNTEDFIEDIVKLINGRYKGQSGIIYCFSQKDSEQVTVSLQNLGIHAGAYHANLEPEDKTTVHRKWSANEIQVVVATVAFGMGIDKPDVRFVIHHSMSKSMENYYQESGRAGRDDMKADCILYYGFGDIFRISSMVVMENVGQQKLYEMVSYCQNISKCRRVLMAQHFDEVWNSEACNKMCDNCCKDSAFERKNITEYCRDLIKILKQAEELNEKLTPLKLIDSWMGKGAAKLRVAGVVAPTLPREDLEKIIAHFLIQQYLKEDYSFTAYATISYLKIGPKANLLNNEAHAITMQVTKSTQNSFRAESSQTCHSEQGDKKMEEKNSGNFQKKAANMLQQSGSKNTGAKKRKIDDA
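RECQ1T1 50 nM; forked duplex (20 bp + 30-nt ss tails) 200 nM, ATP 2 mM final; pH 8.0, 2 mM MgCl2, 2.5 ug/ml poly(dI-dC); 15 min compound preincubation; discontinuous kinetic read over 2 h at RT.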
KDM4E inh: JMJD2E (human) inhibition. AID 2147. Potency, µM (series often up to 57.1 µM), without a hit: top-dose activity change, negative = inhibition, most hits filed as inhibitors. JMJD2E catalytic domain, FDH-coupled NADH fluorescence (FDH is formaldehyde dehydrogenase). 230,000 compounds, 1.6% hits; active means well fitted inhibition curve with a large enough effect, not every such curve was filed as active; inconclusive means small, poorly fitted or top-dose-only effect, or another doubt; inactive means no such curve, though single readings can be large or run the other way;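 further: 0% = wells with enzyme and -100% = buffer wells without enzyme; nearly all actives have a fitted effect of over 50% in size; many of its hits are not listed in these tables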
Epigenetic derep: derepresses silenced GFP reporter in murine cells; 280,000 compounds, 0.2% hits; AID 1865; Potency, µM (series often up to 53.9 µM), for the others: at the top dose GFP activation, most hits filed as activators; murine LDR cells, GFP reporter derepression, 30 h; further: % of control where 0% means no effect; nearly all actives have a fitted effect of over 60% in size
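Reporter derepression read as number of fluorescent GFP-positive objects, 20-120 um in size, counted by laser-scanning cytometer. Mouse LDR line with an epigenetically silenced CMV-GFP locus; compound incubation 30 h, 37 C.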
RGS12 GoLoco inh: inhibitors of human Gai1-RGS12 GoLoco interaction (red fluorophore) | P63096 | Gai1:RGS12 GoLoco peptide FP, rhodamine, 10 min | Potency, µM (top dose mostly 61.6 µM), without a hit: at the highest dose activity, negative = inhibition, usual class: inhibitors | 230,000 compounds, 0.44% hits; active means well fitted inhibition curve with a large enough effect, not every such curve was filed as active; inactive means no such curve, though single readings can be large or run the other way; further: on the % scale 0 is the no-effect control and ±100 the full control effect; nearly all actives have a fitted effect of over 30% in size; many of its hits are not listed in these tables
Target sequence (P63096 whole entry, looked up): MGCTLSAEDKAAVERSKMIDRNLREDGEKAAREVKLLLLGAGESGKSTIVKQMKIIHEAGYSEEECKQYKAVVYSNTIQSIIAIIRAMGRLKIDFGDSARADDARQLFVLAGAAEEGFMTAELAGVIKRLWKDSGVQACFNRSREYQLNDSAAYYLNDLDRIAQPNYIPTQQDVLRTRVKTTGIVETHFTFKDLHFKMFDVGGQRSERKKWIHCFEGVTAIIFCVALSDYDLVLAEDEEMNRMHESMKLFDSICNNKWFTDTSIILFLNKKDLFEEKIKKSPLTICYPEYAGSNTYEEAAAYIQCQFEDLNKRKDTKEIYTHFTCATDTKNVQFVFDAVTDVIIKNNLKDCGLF
* marks the source's active call; other numbers are inactive results; i = inactive; ? = inconclusive; / = not tested or not shown; [ ] = remark or other dose. Unless noted, the call rests on the fitted dose curve; in most records, active means well fitted curve in the direction sought with a large enough effect; inconclusive means small, poorly fitted or top-dose-only effect, or another doubt; inactive means no such curve, though single readings can be large; an effect the other way counts as inactive or inconclusive. Potency means the concentration at half of the fitted maximal effect. Some of the compounds tested (hit frequency here may not be typical).

SMILES	SMN2 splice enh	Luc counter	NPSR antagonist	IMPase Li inh	RECQ1 helicase	KDM4E inh	Epigenetic derep	RGS12 GoLoco inh
c1ccc(SCc2cc(-c3ccccc3)no2)cc1	247%	0%	-8%	1%	i	-10%	-1.2%	10%
Cc1nc(NC(=O)COC(=O)C(NC(=O)c2ccco2)C(C)C)c(Cl)cc1Cl (stereo not given)	-9%	0%	-7%[46.1 µM]	-1%[38.3 µM]	12%	-10%	1.9%	17%
CCC(=O)NC(Nc1cc(C)ccn1)(C(F)(F)F)C(F)(F)F	-4%	2%	3%[46.1 µM]	-9%[38.3 µM]	5%	?	-7.6%	-9%
CCOC(=O)c1ccc(NC(=S)Nc2ccc(Cl)cn2)cc1	/	0%	5%	-16%	-7%	-4%	?	17%
Cc1ccc(SC[C@H](CC(C)C)N2CCN(CCc3ccccc3)CCC2=O)cc1	/	/	?	/	-10%	-8%	-1.6%	1%
Clc1ccc(Cn2ccc(-c3ccc4c(c3)OCO4)n2)cc1Cl	-20%	0%	-25%[46.1 µM]	10%[38.3 µM]	i	?	-0.9%	7%
COc1ccc(Cn2nnnc2C(CC(C)C)N2CCN(c3ccccc3)CC2)cc1 (stereo not given)	-14%	-1%	?	3%[38.3 µM]	i	-2%	-2.2%	-1%
Cc1cc(CN(C)Cc2cn(C)nc2-c2ccc(Oc3ccccc3)cc2)on1	/	/	?	/	6%	?	-0.5%	5%
Cc1nnc(NC(=O)C2C3C=CC(O3)C2C(=O)O)s1 (stereo not given)	1%	2%	-5%[46.1 µM]	7%[38.3 µM]	3%	?	0.0%	-16%
Cn1c(N)c(C(=O)COC(=O)c2cccs2)c(=O)n(C)c1=O	8%	0%	-2%[46.1 µM]	18%[38.3 µM]	-5%	-2%	0.0%	-43%
Cc1sc(NC(=S)NC(=O)CCc2ccccc2)c(C(N)=O)c1C	6%	-4%	-48%	11µM*	?	-4%	2.3%	8%
CCCN(CC1CC1)C(=S)NC(=O)C1CC1	10%	1%	-1%	14%	15%	1%	-3.0%	3%
Cc1cc(NO)c(C(C)C)cc1N=O	-22%	-4%	5%	-1%	-13%	-1%	-1.6%	-5%
CCCNC(=S)N1CCC(n2cnc3ccccc32)CC1	-5%	2%	-5%	3%	i	-2%	0.9%	5%
Fc1cc(F)c2nc(N3CCCC3)sc2c1	?	-7%	11%	5%	-6%	2%	0.1%	0%
CCNC(=O)C12CCC(C)(C(=O)O1)C2(C)C (stereo not given)	7%	0%	5%	-1%	-9%	-6%	-2.6%	14%
Fc1ccc(-n2[nH]nnc2=S)cc1N1CCCC1	1%	1%	-30%[7.67 µM]	-18%[38.3 µM]	-6%	?	1.2%	-12%
COc1ccc(-c2n[nH]c(C)c2-c2cscn2)c(O)c1	/	/	2%	/	-1%	1%	-1.7%	5%
CCOC(=O)/C(C#N)=C/c1cn(CCC(=O)O)nc1-c1ccc(OC)cc1	19%	5%	-26%	2%	-2%	6%	-0.5%	4%
N#C/C(=C\Nc1ccccc1O)c1nc2ccccc2o1	-10%[1.84 µM]	-2%	?	18%	2%	0%	18%	18%

IMPase Li inh, entries above that show a hit.
SMILES	SMN2 splice enh	NPSR antagonist	IMPase Li inh	RECQ1 helicase	KDM4E inh	Epigenetic derep	RGS12 GoLoco inh
Cc1sc(NC(=S)NC(=O)CCc2ccccc2)c(C(N)=O)c1C	6%	-48%	11µM*	?	-4%	2.3%	8%

Full records, quoted from the list:
Fc1cc(F)c2nc(N3CCCC3)sc2c1 as listed: SMN2 splice enh = ?; Luc counter = -7%; NPSR antagonist = 11%; IMPase Li inh = 5%; RECQ1 helicase = -6%; KDM4E inh = 2%; Epigenetic derep = 0.1%; RGS12 GoLoco inh = 0%
CCOC(=O)/C(C#N)=C/c1cn(CCC(=O)O)nc1-c1ccc(OC)cc1 as listed: SMN2 splice enh = 19%; Luc counter = 5%; NPSR antagonist = -26%; IMPase Li inh = 2%; RECQ1 helicase = -2%; KDM4E inh = 6%; Epigenetic derep = -0.5%; RGS12 GoLoco inh = 4%

Continued:
SMILES	SMN2 splice enh	Luc counter	NPSR antagonist	IMPase Li inh	RECQ1 helicase	KDM4E inh	Epigenetic derep	RGS12 GoLoco inh
Cc1ccc(-c2nsc(SCC(=O)NCC3CCCO3)n2)cc1 (stereo not given)	-51%[inhibitor]	0%	-10%	-1%	i	6%	-3.1%	6%
CCOC(=O)C(CC(C)C)CP(=O)(O)CNC(=O)OCc1ccccc1 (stereo not given)	-9%	1%	7%[46.1 µM]	-2%[38.3 µM]	12%	0%	0.0%	2%
CC(=O)c1cccc(NC(=O)C(=O)Nc2cccc3ccccc23)c1	/	-4%	11%	8%	-6%	-5%	1.1%	-4%
CC(C)C1CC(CCNCc2ccc3c(c2)OCO3)(c2ccccc2)CCO1 (stereo not given)	/	/	-15%	/	-3%	1%	0.0%	-2%
CC(C)Sc1cc(N2CCCC2)nc(-c2ccccc2Cl)n1	-6%	-1%	-21%	7%	1%	1%	-1.0%	5%
O/N=C(/Cc1ccccn1)c1ccccc1	-7%	0%	5%[46.1 µM]	-14%[38.3 µM]	i	4%	-0.9%	-3%
COc1ccc(CN2CCN(C(=O)c3cc(-c4cccnc4)nc4ccc(Cl)cc34)CC2)c(OC)c1OC	-5%	-1%	-5%	2%	i	17%	1.1%	6%
CCCCC/C=C\C[C@@H]1O[C@H]1C(O)/C=C\C/C=C\CCCC(=O)O (stereo not given in full)	2%	1%	/	-9%	-5%	2%	-0.1%	5%
O=C(CSc1nnc(NC(=O)CN2CCOCC2)s1)Nc1ccccc1	-2%	-3%	-1%[46.1 µM]	1%[38.3 µM]	-10%	2%	-2.0%	1%
Cc1cc(C)c(NC(=O)Cn2nnc(C(=O)NCc3ccco3)c2N)c(C)c1	2%	-1%	17%	-5%	-9%	-3%	-0.3%	5%
O=C(N/N=C/C=C/c1ccccc1)c1cc(C2CC2)[nH]n1	/	/	-10%	/	-4%	3%	-1.8%	3%
CCOC(=O)COc1ccc(/C=C2\NC(=S)N(CC)C2=O)cc1	20%	-1%	-23%	17%	-8%	-3%	-0.9%	-2%
CCOc1ccc(/C=N/n2cnnc2)cc1	?	2%	-8%[46.1 µM]	2%[38.3 µM]	3%	1%	1.1%	0%
CC(=O)Nc1ccc(S(=O)(=O)Nc2nc3ccccc3nc2N2CCCCCC2)cc1	-17%	0%	-29%[46.1 µM]	-6%[38.3 µM]	-19%	-19%	-2.8%	3%
CC(=O)/C(=C/N(C)C)Sc1ccc(C)cc1	-16%	-2%	-12%[46.1 µM]	4%[38.3 µM]	i	1%	0.5%	6%
CSc1nc(C2CC2)cc(-c2cccs2)c1C#N	-11%	-2%	-25%[46.1 µM]	3%[38.3 µM]	-11%	?	-0.9%	-1%
CCOC(=O)c1cnn(-c2ncnc3sc(CC)cc23)c1N	13%	-2%	?	17%[38.3 µM]	-6%	-1%	2.7%	6%
CC1(C)Cc2ccccc2C(CSc2ccccc2C(=O)O)=N1	/	4%	33%	17%	i	7%	0.0%	0%
CC1(C(=O)O)CCC(C(=O)Nc2ccc3ccccc3c2)C1(C)C (stereo not given)	17%	-6%	-16%[46.1 µM]	36%[38.3 µM]	8%	6%	0.0%	0%
CSCC[C@H](Nc1ncnc2sc(C)c(C)c12)C(=O)O	-9%	2%	1%[46.1 µM]	-20%[38.3 µM]	i	3%	2.1%	7%
OC[C@@H]1O[C@@H](n2cnc3c(NC4CCCC4)ncnc32)[C@H](O)[C@H]1O	/	2%	/	5%	-3%	0%	-1.6%	4%
O=C(CSc1ccc(-c2cccc([N+](=O)[O-])c2)nn1)N1CCCC1	-6%	-5%	21%	0%	-1%	10%	-4.7%	-24%
CC(C(=O)NCC1CCCCC1)N1CCN(S(=O)(=O)/C=C/c2ccccc2)CC1 (stereo not given)	-17%	-3%	-3%	0%	-3%	8%	-3.0%	11%
O=C(c1ccc(Cl)cc1)c1cnc(-c2ccc(Cl)cc2)s1	?	-4%	-10%[46.1 µM]	-9%[38.3 µM]	i	5%	-1.3%	2%
Cc1cccc(C)c1NC(=O)C1CC(=O)N(C(C)C)C1 (stereo not given)	-13%	3%	6%[46.1 µM]	-4%[38.3 µM]	0%	6%	1.0%	1%
CCCNC(=O)Cc1cc(=O)[nH]c(=O)[nH]1	-2%	-3%	2%[46.1 µM]	26%[38.3 µM]	-1%	-13%	-0.8%	1%
Clc1ncc(CN2CCN(Cc3ccccc3)CC2)s1	4%	4%	-6%[46.1 µM]	3%	5%	3%	-0.9%	3%
CN(c1ccc(OCC(=O)OCC(=O)Nc2ccc(Br)cc2)cc1)S(=O)(=O)c1cccs1	20%	3%	13%	-1%	-14%	-7%	-0.8%	11%
O=C(Cn1cc(C(F)(F)F)ccc1=O)N/N=C/c1ccccc1O	/	/	14%	/	-4%	10µM*	0.9%	6%
NC(=O)c1cnn2c1NC(c1ccc(F)cc1)CC2C(F)(F)F (stereo not given)	20%	2%	0%[46.1 µM]	10%[38.3 µM]	?	?	-1.1%	1%
Cc1nc(Cl)c(Cl)n1CCOc1ccccc1	/	/	-14%	/	12%	0%	-0.3%	1%
C#CCNC(=O)C1=C[C@@H](c2coc3ccccc3c2=O)C[C@@H](OCCCCO)O1	/	/	-20%	-4%	-4%	-5%	-1.4%	-1%
COC(=O)c1[nH]c2cccc(OC)c2c1NC(=O)CN1CCN(c2cccc(OC)c2)C(C)C1 (stereo not given)	0%	6%	-24%[46.1 µM]	1%	-3%	?	-4.5%	-1%
COc1ccc(/C=C/C(=O)OCn2c(SC)nnc(C)c2=O)cc1OC	2%	-1%	-18%	-4%	-2%	?	2.0%	4%
CCOC(=O)C1CCN(C2=C(NS(=O)(=O)c3ccc(Cl)cc3)C(=O)c3ccccc3C2=O)CC1	/	/	-59%	/	-15%	-3%	1.1%	7%
CCN(CC)Cc1nc2sc(C)c(C)c2c(=O)[nH]1	5%	0%	8%	-2%	-10%	?	-1.4%	14%
CCn1cc(C(=O)OCC(=O)c2cc(C)n(-c3cccc(C(F)(F)F)c3)c2C)c(=O)c2ccc(C)nc21	-20%	9%	?	10%	1%	-3%	-1.1%	-31%
CCOC(=O)C1CCCN(C(=O)c2ccc(OC)c([N+](=O)[O-])c2)C1 (stereo not given)	-3%	-2%	11%	13%	-2%	5%	-1.3%	-2%

High-throughput results as filed in PubChem BioAssay.
